PABP1 MLLE inh: blocks PAM2 peptide binding to the PABP1 MLLE domain. P11940. GST-MLLE / FITC-PAM2 fluorescence polarization. 0.36% of 360,000 active. inhibition, % at 20 µM. AID 588489; in the data active means inhibition above about 35%, passing the limit was not always enough;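 further: plate controls were DMSO wells with GST-MLLE for no effect and wells lacking GST-MLLE protein for full effect; some results filed as inactive read as strong as hits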
Neddyl block: blocks human cullin neddylation; P61081+Q13564; TR-FRET cullin neddylation, biochemical; calls only at 25 µM; 0.58% of 360,000 active; AID 651699; in the data active means inhibition above about 36%
Target sequence (P61081 whole entry, looked up): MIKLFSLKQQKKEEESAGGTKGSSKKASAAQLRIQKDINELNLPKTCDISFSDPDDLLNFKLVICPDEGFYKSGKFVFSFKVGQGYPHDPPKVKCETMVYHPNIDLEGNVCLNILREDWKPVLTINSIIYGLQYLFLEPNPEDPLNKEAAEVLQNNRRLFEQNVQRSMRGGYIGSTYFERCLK
Target sequence (Q13564 whole entry, looked up): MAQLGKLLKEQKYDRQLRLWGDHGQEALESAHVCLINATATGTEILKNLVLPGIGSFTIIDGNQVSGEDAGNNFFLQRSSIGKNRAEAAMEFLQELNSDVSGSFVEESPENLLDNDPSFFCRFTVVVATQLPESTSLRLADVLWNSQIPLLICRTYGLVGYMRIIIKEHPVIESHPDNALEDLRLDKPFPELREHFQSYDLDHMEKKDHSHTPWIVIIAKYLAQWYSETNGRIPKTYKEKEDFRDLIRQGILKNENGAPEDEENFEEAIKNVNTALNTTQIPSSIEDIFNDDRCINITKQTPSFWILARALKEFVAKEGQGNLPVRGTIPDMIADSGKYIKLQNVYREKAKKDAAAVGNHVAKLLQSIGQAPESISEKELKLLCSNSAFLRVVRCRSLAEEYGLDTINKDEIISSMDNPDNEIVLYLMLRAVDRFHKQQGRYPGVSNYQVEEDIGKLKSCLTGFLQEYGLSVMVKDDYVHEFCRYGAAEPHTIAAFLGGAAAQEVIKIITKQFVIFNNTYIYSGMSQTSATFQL
E coli Lon inh: E. coli protease La inhibition. P0A9M0. inhibition, % at 7.94 µM. 0.42% of 360,000 active. purified E. coli Lon protease, fluorescence polarization; in the data active means inhibition above about 13%, passing the limit was not always enough;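 further: 0% = enzyme with probe and DMSO and 100% = no enzyme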
FAS-TE inh: inhibitors of human fatty acid synthase thioesterase domain | recombinant FAS-TE, OMFH fluorogenic substrate, fluorescence endpoint | 0.67% of 360,000 active | P49327 | inhibition, % at 15 µM | AID 602261;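 active means compounds whose normalised, plate-corrected inhibition of enzyme fluorescence in the single-dose primary screen is 50% or more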;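 further: 0% = DMSO with enzyme and 100% = substrate without enzyme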
MsrA act: activates bovine MsrA enzyme | AID 602163 | activation, % at 10.6 µM | 0.3% of 360,000 active | purified bovine MsrA, absorbance read-out; in the data active means activation above about 7.5%;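 further: 0% = vehicle and 100% = reference activator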
MsrA inhibitor: inhibitors of bovine MsrA; purified bovine MsrA, absorbance read-out; inhibition, % at 15.5 µM; 0.75% of 360,000 active; AID 651718; in the data active means inhibition above about 4.5%;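 further: 0% = vehicle wells with enzyme and 100% = reference inhibitor wells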
CSN inh: inhibitors of human CSN-mediated cullin deneddylation | Purified CSN, SCF-Nedd8-OG deneddylation, fluorescence polarization | inhibition, % at 12.5 µM | 0.38% of 360,000 active;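 active means pattern-corrected inhibition above about 35%, with an unprinted fluorescence ratio check between 0.5 and 1.5, limit read from the data, passing the limit was not always enough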;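 further: 0% = enzyme with substrate and 100% = substrate without enzyme; some results filed as inactive read as strong as hits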
Target sequence (Q92905 whole entry, looked up, one chain of several): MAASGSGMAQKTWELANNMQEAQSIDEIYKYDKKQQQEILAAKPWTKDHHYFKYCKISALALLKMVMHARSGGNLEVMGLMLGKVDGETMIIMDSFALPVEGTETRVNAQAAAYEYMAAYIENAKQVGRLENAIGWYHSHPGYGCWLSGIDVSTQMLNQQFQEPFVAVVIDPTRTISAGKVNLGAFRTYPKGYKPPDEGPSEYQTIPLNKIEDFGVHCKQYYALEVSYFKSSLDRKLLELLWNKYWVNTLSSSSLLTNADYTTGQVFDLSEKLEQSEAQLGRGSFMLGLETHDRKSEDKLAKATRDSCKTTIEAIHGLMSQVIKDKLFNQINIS
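Assay system: Purified human Csn5 enzyme expressed in HEK293T cells | Amount: Enzyme 0.24 nM | Measured by: Fluorescence polarization readout | Medium: Tris/NaCl/DTT buffer, pH 7.5 | Compound dosing: One concentration, 12.5 µM, 0.25% DMSO | Times: 90 min incubation of compound, enzyme and substrate at room temperature | Control set: no-enzyme wells high, enzyme-with-substrate wells low | Read-out: % inhibition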
Rin1 Abl inh: inhibitors of human Rin1-Abl protein interaction; inhibition, % at 7.35 µM; TR-FRET Rin1/Abl binding, biochemical; AID 588664; 0.4% of 360,000 active; in the data active means inhibition above about 5%, passing the limit was not always enough
Tb MetRS inh: Trypanosoma brucei MetRS inhibition; inhibition, % at 11.9 µM; purified T. brucei MetRS, ATP depletion, Kinase-Glo luminescence; 0.4% of 360,000 active; AID 624268;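 active means inhibition above a per-plate cutoff of the control wells' mean inhibition plus 3 SD, cut at about 5.5% in these data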;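 further: 0% = DMSO wells median and 100% = median of wells with control inhibitor compound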
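Test system – parasite MetRS enzyme · Reagent – substrates ATP, L-methionine and bulk Escherichia coli tRNA · Doses – 11.9 µM compound single dose, 0.9% DMSO · Times – 15 min enzyme-compound preincubation, 2 h reaction, 10 min detection, 25 °C · Signal – Kinase-Glo luminescence, ATP depletion format · Controls – DMSO-only wells as low control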
* marks the source's active call; other numbers are inactive results; i = inactive; · = no result given; + = active, no number.

SMILES	PABP1 MLLE inh	Neddyl block	E coli Lon inh	FAS-TE inh	MsrA act	MsrA inhibitor	CSN inh	Rin1 Abl inh	Tb MetRS inh
CCOC(=O)Cc1csc(NC(=O)c2cc(-c3ccncc3)nc3ccccc23)n1	2	i	-5	1	-1	0.5	-6	3	-0.5
COc1cc(C(O)P(=O)(OCC(C)C)c2ccc(N(C)C)cc2)cc(OC)c1OC (configuration not stated)	4	i	0	-4	2	0.0	0	-2	-0.8
O=C(C1CCCN(S(=O)(=O)Cc2ccccc2)C1)N1CCC(Cc2ccccc2)CC1 (configuration not stated)	-4	i	3	26	2	1.7	-1	-1	0.1
COC(=O)c1cccc(NC(=O)c2cccc([N+](=O)[O-])c2)c1	12	i	-3	16	-4	0.9	1	-2	0.5
COc1ccc(OCC(=O)Nc2ccc(Cl)cc2)cc1	4	i	-1	5	-4	0.3	4	2	0.2
Cn1c(SCC(=O)c2cccs2)nnc1-c1ccco1	10	i	-8	-4	3	0.4	-6	2	-0.3
CCN(CC(=O)Nc1ccc(C)c(S(=O)(=O)N2CCOCC2)c1)Cc1ccccc1	-8	i	9	4	-8	0.8	7	3	-0.1
CCCNC(=O)Nc1cccc(NC(C)=O)c1	-6	i	-6	-9	-2	0.0	0	-2	0.1
COc1ccc2oc(C(=O)Nc3cccc(S(=O)(=O)N4CCOCC4)c3)c(C)c2c1	14	i	-10	24	-2	1.1	0	4	-0.4
C[C@@H]1CN([C@H](C)CO)C(=O)CCCn2nncc2CO[C@@H]1CN(C)C(=O)Nc1ccc(N2CCN(C)CC2)cc1	6	i	3	-8	-2	0.2	0	-2	-0.8
CCN(CC)S(=O)(=O)c1cc(C(=O)Nc2cc(S(=O)(=O)N3CCOCC3)ccc2N2CCN(C)CC2)ccc1C	-6	i	-14	5	0	0.2	7	1	0.3
Cc1nonc1C1CCCN1C(=O)c1cc(COc2ccc(F)cc2F)on1 (configuration not stated)	-2	i	4	13	-1	0.4	5	-4	-0.4
CCN(CC)S(=O)(=O)c1ccc(N2CCOCC2)c(NC(=O)C2CSC3(C)CCC(=O)N23)c1 (configuration not stated)	15	i	0	-4	-6	-0.4	1	1	-0.1
CC(=O)Nc1cccc(NC(=O)C2CC(=O)N(CCc3ccc(F)cc3)C2)c1 (configuration not stated)	-5	i	-2	-5	-2	1.5	1	0	-0.1
CCC/C=N/NC(=O)c1cc(Br)ccc1O	5	i	-6	1	-6	1.3	-12	-2	0.8
CCOC(=O)CSc1nc(N(C)C)nc(N(C)C#N)n1	-1	i	-1	-3	0	4.0	-5	1	-0.8
COc1ccc(-c2sc(Nc3ccccc3)n[n+]2-c2ccc(F)cc2)cc1Br	-115	i	2	0	-8	1.1	3	2	-0.2
O=C(NCCCN1CCCC1=O)C(=O)Nc1cccc(F)c1	6	i	-5	-2	-1	-0.8	-1	1	0.6
COc1ccc(OC)c(C2CC(c3ccccc3)=NN2C(=S)Nc2ccccc2)c1 (configuration not stated)	-41	i	-9	42	-2	-1.3	103	2	-0.1
NS(=O)(=O)c1ccc(CCNC(=O)C(=O)NCC2OCCN2C(=O)c2ccc3c(c2)OCO3)cc1 (configuration not stated)	1	i	-6	-14	-11	-0.2	-2	0	-0.8
COc1ccc([C@@H]2[C@@H]3C(=O)N(C(C)(C)C)C(=O)[C@@H]3[C@]3(Cc4ccccc4)C(=O)N(c4cccc(F)c4)C(=O)N23)cc1	-11	i	3	52*	-2	0.9	1	3	-0.1
N#Cc1cnn2c1nc(N1CCCCC1)c1ccccc12	-6	i	0	2	-8	0.7	3	1	-0.4
O=C(CSc1nnc(-c2cccnc2)o1)Nc1ccccc1Br	9	i	12	-6	-2	-0.8	-3	0	-0.5
COCCCn1c(C)csc1=Nc1cccnc1	-6	i	-7	-9	-3	0.7	-1	0	0.8
CC(C)COc1ccc(C(=O)NNC(=O)c2ccc(=O)[nH]c2)cc1	-4	i	-7	-3	-4	-0.2	-2	-2	-0.1
COc1cccc(OCC(=O)NNC(=O)c2ccc(-c3ccccc3)cc2)c1	0	i	0	-4	-2	0.4	6	0	0.1
O=S(=O)(NCc1ccco1)c1ccc(Cl)nc1	8	i	7	-11	-12	-0.4	-4	0	-0.9
CCOC(=O)N/N=C\c1ccc(OC/C=C/c2ccccc2)cc1	6	i	5	-2	-8	-0.1	2	2	-0.3
CCOc1ccc(S(=O)(=O)N(C)c2ccc(OCC(=O)N3c4ccc(C)cc4C4CN(C)CCC43)cc2)cc1 (configuration not stated)	-12	i	5	28	-1	-1.8	3	-1	0.0
COc1cc(/C=N/NC(=O)c2sc3nc(C)cc(C)c3c2N)ccc1O	-8	+	-3	-7	-2	1.9	-5	-2	-0.4

Limited to FAS-TE inh (3 entries from above):
smiles | FAS-TE inh
CCC/C=N/NC(=O)c1cc(Br)ccc1O | 1
CCOC(=O)CSc1nc(N(C)C)nc(N(C)C#N)n1 | -3
COc1ccc(-c2sc(Nc3ccccc3)n[n+]2-c2ccc(F)cc2)cc1Br | 0

(list continues)
SMILES	PABP1 MLLE inh	Neddyl block	E coli Lon inh	FAS-TE inh	MsrA act	MsrA inhibitor	CSN inh	Rin1 Abl inh	Tb MetRS inh
COc1ccccc1CNC(=O)CN1C(=O)NC(C)(c2ccc(C)cc2)C1=O (configuration not stated)	-15	i	-1	-6	-6	-1.1	-2	1	-0.5
O=C(CN1CCN(c2ccc(Cl)cc2)CC1)NCc1ccccc1	-12	i	-6	4	-7	1.4	-1	2	2.4
CC1(C(=O)NS(=O)(=O)C2CC2)CCN(C(=O)COCc2ccccc2)C1 (configuration not stated)	-6	i	-6	-4	-2	-0.7	0	-2	-0.4
OCCCNC(=S)Nc1ccc(Br)cc1Cl	14	i	-8	-1	-3	-0.9	-2	1	0.6
COc1ccc2[nH]cc(C(=O)CN3CCCCC3)c2c1	3	i	6	-10	-5	-1.7	-5	-1	-0.4
O=C(c1cnc2sccn2c1=O)N1CCc2ccccc2C1	1	i	-8	-8	-4	4.8*	-3	0	0.1
CN(C)c1ccc(C(=S)N2CCN(c3ccccc3)CC2)cc1	0	i	-8	12	-8	1.0	4	1	0.1
COc1ccc([C@H]2CC(=O)C[C@@H](CCn3ccnn3)O2)cc1	·	i	0	-6	-8	0.1	-4	·	-0.6
Cc1cc(OCCCC(=O)Nc2cc(S(=O)(=O)N3CCOCC3)ccc2N2CCOCC2)ccc1Cl	-5	i	-1	24	-6	-0.2	-3	4	-0.3
Fc1ccccc1COc1ccc2ccccc2c1CNc1nn[nH]n1	-4	i	-8	-72	-3	-0.6	7	-2	0.0
Cc1cccc(Nc2nnc(SCc3cn4ccsc4n3)s2)c1	-45	i	0	5	-11	-0.1	-3	0	1.4
COc1ccc(C2C(C(=O)N3CCN(c4ccccn4)CC3)CCC(=O)N2c2cc(OC)c(OC)c(OC)c2)cc1 (configuration not stated)	-5	i	-8	-2	-1	-0.5	4	-2	0.2
CC(=O)NC(CCS(C)(=O)=O)C(=O)Nc1ccc(C)c(F)c1 (configuration not stated)	11	i	-9	5	-10	0.3	-1	4	-1.8
O=C(CN1CCN(c2ncc(C(F)(F)F)cc2Cl)CC1)NCCNc1ncc(C(F)(F)F)cc1Cl	-1	i	2	62*	0	0.2	-1	-1	0.9
O=C(CN1C(=O)NC2(CCCC2)C1=O)Nc1cc(S(=O)(=O)N2CCCCC2)ccc1Cl	-11	i	-10	1	-1	-0.6	-5	3	-0.2
CN(C)S(=O)(=O)c1ccc(Cl)c(NC(=O)CN2CCN(Cc3ccc4c(c3)OCO4)CC2)c1	-3	i	6	22	2	-0.3	1	1	0.0
COc1ccc(Cl)cc1-c1nc(SCC(=O)N(C)CCC#N)n[nH]1	4	i	-10	4	-4	-0.1	0	3	0.0
COc1ccccc1/C=C(/CC(=O)NCc1ccc(F)cc1)c1nc2ccccc2s1	-5	i	-16	22	-4	1.5	-2	4	0.9
Cc1ccc(S(=O)(=O)N2CCC(C(=O)NNC(=O)C3CC3)CC2)cc1Cl	4	i	-5	-4	-5	0.6	22	4	0.4
O=C(Nc1ccc(Cl)c(Cl)c1)c1ccc2c(c1)OCO2	-4	i	8	25	-2	-0.4	-2	-2	0.4
Cc1cnc(C(=O)OCC(=O)c2ccc(Br)s2)cn1	12	i	-10	-1	-3	2.2	-6	-59	-0.3
COc1ccc2[nH]c3c(c2c1)CCN1C(=O)N([C@@H](C)C(=O)NCCc2ccc(F)cc2)C(=O)[C@]31C	-3	i	0	8	-4	0.1	-5	-3	-2.0
N#Cc1nc(-c2ccco2)oc1N1CCN(c2ccccc2)CC1	3	i	-2	12	0	0.1	-7	-4	0.3
Cc1sc(NC(=O)CSc2nnc3scc(-c4ccccc4)n23)c(C#N)c1C	0	i	2	-9	0	-0.1	10	3	-0.1
CN(C)CCCNC(=O)c1cccc(-c2cnc3cccnn23)c1	15	·	8	-6	0	0.1	-3	-4	0.1
CN(C)c1ccc(-c2noc(C3CCN(S(=O)(=O)c4cccc(Cl)c4)CC3)n2)cc1	8	i	2	30	-10	0.1	3	5	-0.9
CCOC(=O)c1cnn(-c2ccccc2)c1NC(=O)c1cccs1	-6	i	-11	-12	-13	0.0	0	2	-1.4
COc1ccc(-c2ncncc2-c2ccc(Cl)cc2)c(O)c1	0	i	2	12	-2	0.2	-1	0	-0.7
O=C(O)c1cc2c(cc1Cl)N1CCCCCC1=NS2(=O)=O	-3	i	0	-7	3	1.8	2	1	-0.4

In the list so far, these have fluorine:
SMILES	PABP1 MLLE inh	Neddyl block	E coli Lon inh	FAS-TE inh	MsrA act	MsrA inhibitor	CSN inh	Rin1 Abl inh	Tb MetRS inh
Cc1nonc1C1CCCN1C(=O)c1cc(COc2ccc(F)cc2F)on1 (configuration not stated)	-2	i	4	13	-1	0.4	5	-4	-0.4
CC(=O)Nc1cccc(NC(=O)C2CC(=O)N(CCc3ccc(F)cc3)C2)c1 (configuration not stated)	-5	i	-2	-5	-2	1.5	1	0	-0.1
COc1ccc(-c2sc(Nc3ccccc3)n[n+]2-c2ccc(F)cc2)cc1Br	-115	i	2	0	-8	1.1	3	2	-0.2
O=C(NCCCN1CCCC1=O)C(=O)Nc1cccc(F)c1	6	i	-5	-2	-1	-0.8	-1	1	0.6
COc1ccc([C@@H]2[C@@H]3C(=O)N(C(C)(C)C)C(=O)[C@@H]3[C@]3(Cc4ccccc4)C(=O)N(c4cccc(F)c4)C(=O)N23)cc1	-11	i	3	52*	-2	0.9	1	3	-0.1
Fc1ccccc1COc1ccc2ccccc2c1CNc1nn[nH]n1	-4	i	-8	-72	-3	-0.6	7	-2	0.0
CC(=O)NC(CCS(C)(=O)=O)C(=O)Nc1ccc(C)c(F)c1 (configuration not stated)	11	i	-9	5	-10	0.3	-1	4	-1.8
O=C(CN1CCN(c2ncc(C(F)(F)F)cc2Cl)CC1)NCCNc1ncc(C(F)(F)F)cc1Cl	-1	i	2	62*	0	0.2	-1	-1	0.9
COc1ccccc1/C=C(/CC(=O)NCc1ccc(F)cc1)c1nc2ccccc2s1	-5	i	-16	22	-4	1.5	-2	4	0.9
COc1ccc2[nH]c3c(c2c1)CCN1C(=O)N([C@@H](C)C(=O)NCCc2ccc(F)cc2)C(=O)[C@]31C	-3	i	0	8	-4	0.1	-5	-3	-2.0
